# CXXC DNA block: inhibitors of human MLL CXXC domain-DNA interaction; Q03164; MLL-CXXC / FITC-HOXA9 DNA fluorescence polarization; Potency, µM (titrated, usually from 115 µM), for the others: at the top dose activity change, negative = inhibition, actives largely listed as inhibitors; 290,000 compounds, 0.037% hits; active = well fitted inhibition curve with a large enough effect in the polarisation, with a control signal flat, not every such curve was filed as active; inconclusive = small, poorly fitted or top-dose-only effect, or effect the other way, or a change in a side signal; inactive = no such curve, though single readings can be large or run the other way; the % refers to the polarisation; also: potency is read from the fitted curve at half-maximal effect
#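 Purified MLL-CXXC (added from a 7 uM solution) was preincubated 5 min at ambient with pinned compounds in 50 mM Tris-HCl pH 7.5, 50 mM NaCl, 1 mM DTT, 0.05% BSA. Fluorescein-labeled HOX-A9 DNA (50 nM solution) followed, 30 min, then polarization read.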
# B2AR arrestin: beta2AR (human) beta-arrestin recruitment activity; 330,000 compounds, 0.02% hits; P07550; Potency, µM (doses to about 46.1 µM), without a hit: at the highest dose activation, actives largely listed as activators; beta-arrestin recruitment to beta2AR, cell-based reporter;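 also: potency is read from the fitted curve at half-maximal effect; 0% = DMSO controls and full agonism = EC100 isoproterenol or metaproterenol; nearly all actives have a fitted effect of over 65% in size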
# TSG101-PTAP inh: blocks PTAP/TSG101 interaction to inhibit HIV-1 budding. Fluorescence polarization, FITC-PTAP peptide / Tsg101 binding. Potency, µM (doses to about 115 µM), for inactives: top-dose activity change, negative = inhibition, actives largely listed as inhibitors. 340,000 tested, under 10 active; active = well fitted inhibition curve with a large enough effect in the main read-out, with a control signal flat, not every such curve was filed as active; inconclusive = small, poorly fitted or top-dose-only effect, or effect the other way, or a change in a side signal; inactive = no such curve, though single readings can be large or run the other way; also: potency is read from the fitted curve at half-maximal effect; % of control where 0% means no effect
#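 Fluorescence anisotropy tracks displacement of a FITC-tagged PTAP peptide (50 nM) from the Tsg101 binding domain (10 uM), following a 20 min room-temperature incubation at pH 7.5.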
# ELG1 DNA repair: ELG1-dependent DNA repair inhibition | 330,000 compounds, 2.3% hits | Potency, µM (series often up to 46.1 µM), for inactives: at the highest dose activity change, negative = inhibition, hits mostly inhibitors | HEK293T ELG1-luciferase reporter, luminescence, 16 h; DNA damage induced by 5-fluorouridine | AID 504467; also: potency is read from the fitted curve at half-maximal effect; % is scaled to controls: 0 for no effect and ±100 for the full control effect; nearly all actives have a fitted effect of over 55% in size
#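 HEK293T cells expressing luciferase-tagged ELG1 (2,000/well) received 5-Fluorouridine plus compound or DMSO for 16 hr at 37 °C. Luciferase was read by ONE-Glo luminescence after 30 min at room temperature.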
# TCR activator: T cell receptor activation | primary human leukocytes, anti-CD3, IL-2 HTRF, 48 h | Potency, µM (series often up to 9.22 µM), inactives show top-dose activation of IL-2 secretion, actives largely listed as activators | 330,000 tested, under 10 active | AID 504894; also: % of control where 0% means no effect
#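 Primary human leukocytes receive a-CD3 beads and test compound and are incubated 48 hr. Secreted IL-2 is then assayed by HTRF, measuring 665nm acceptor emission after 320nm excitation of the europium donor.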
# BRCA1 expr act: activators of BRCA1 expression; MCF7-BRCA1-FFLuc reporter, luminescence, 48 h; response scale: scaled: vehicle 0%, 10 µM genistein 100%; Potency, µM (series often up to 46.1 µM), without a hit: at the top dose activation, most hits filed as activators; 380,000 compounds, 1.1% hits; also: potency is read from the fitted curve at half-maximal effect; nearly all actives have a fitted effect of over 80% in size; some results filed as inactive show a strong effect at the top dose
#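 Luminescence from a BRCA1-driven firefly luciferase in MCF7 cells was read after 48 h compound exposure at 37 C. Data normalized against DMSO and a 10microM genistein activation control, then curve-fitted across the titration.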
# p53 reactivator: mutant p53 re-activation in reporter cells | 320,000 compounds, 0.063% hits | Potency, µM (series often up to 92.2 µM), without a hit: at the top dose activity change, positive = activation, hits mostly activators | H1299 p53-A138V BP100-luciferase reporter, luminescence, 24 h | AID 504706; also: potency is read from the fitted curve at half-maximal effect; % of control where 0% means no effect; nearly all actives have a fitted effect of over 45% in size
#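 p53-null H1299 cells stably carrying temperature-sensitive p53-A138V and a BP100-luciferase reporter were pinned with compounds (4-point, 1:5 series) and held 24 hrs at 37 deg C. Luminescence was read 10 min after detection reagent.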
# a7 integrin act: activators of alpha7 integrin expression for muscular dystrophy; alpha7betagal myoblasts, beta-gal FDG fluorescence, 48 h; Potency, µM (doses to about 38.3 µM), for inactives: at the top dose activation, most hits filed as activators; 350,000 compounds, 0.064% hits; AID 624291;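 also: potency is read from the fitted curve at half-maximal effect; 100% = response of the positive control SU9516; nearly all actives have a fitted effect of over 60% in size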
#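 Alpha7betagal+/- myoblasts (passage 13) were plated 16-24 hr, then exposed to compounds (1:260 dilution of DMSO stock) for 48 hours at 37C. After MPER lysis, β-galactosidase reporter activity was read as FDG fluorescence (ex 480/em 540) after 30 minutes.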
# AT treatment: candidate therapy for ataxia-telangiectasia | […] A-T fibroblasts, KAP-1 phosphorylation AlphaLISA; neocarzinostatin DNA damage 30 min before lysis | Potency, µM (highest dose often 57.5 µM), without a hit: at the highest dose activation, most hits filed as activators | 320,000 compounds, 0.19% hits | AID 485349; also: potency is read from the fitted curve at half-maximal effect; % of control where 0% means no effect; nearly all actives have a fitted effect of over 45% in size
#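 ATM-like activity read as KAP-1 phosphorylation via AlphaLISA donor/acceptor antibody pairs after lysis and 6 hr at 25C. Cells were ATM-null patient fibroblasts ([…], hTERT), dosed 60 min, then exposed to the DSB inducer NCS for 30 min.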
# TRPV1 agonist: agonists of human vanilloid receptor 1 (TRPV1); Q8NER1; TRPV1-expressing cells, Fluo-8 calcium influx, agonist mode; activation, % at 8.33 µM; 320,000 compounds, 0.19% hits; AID 540275; in the data active = activation above about 80%; inconclusive = between about 30% and that limit; also: 0% is about no effect
# Target sequence (Q8NER1 whole entry, looked up): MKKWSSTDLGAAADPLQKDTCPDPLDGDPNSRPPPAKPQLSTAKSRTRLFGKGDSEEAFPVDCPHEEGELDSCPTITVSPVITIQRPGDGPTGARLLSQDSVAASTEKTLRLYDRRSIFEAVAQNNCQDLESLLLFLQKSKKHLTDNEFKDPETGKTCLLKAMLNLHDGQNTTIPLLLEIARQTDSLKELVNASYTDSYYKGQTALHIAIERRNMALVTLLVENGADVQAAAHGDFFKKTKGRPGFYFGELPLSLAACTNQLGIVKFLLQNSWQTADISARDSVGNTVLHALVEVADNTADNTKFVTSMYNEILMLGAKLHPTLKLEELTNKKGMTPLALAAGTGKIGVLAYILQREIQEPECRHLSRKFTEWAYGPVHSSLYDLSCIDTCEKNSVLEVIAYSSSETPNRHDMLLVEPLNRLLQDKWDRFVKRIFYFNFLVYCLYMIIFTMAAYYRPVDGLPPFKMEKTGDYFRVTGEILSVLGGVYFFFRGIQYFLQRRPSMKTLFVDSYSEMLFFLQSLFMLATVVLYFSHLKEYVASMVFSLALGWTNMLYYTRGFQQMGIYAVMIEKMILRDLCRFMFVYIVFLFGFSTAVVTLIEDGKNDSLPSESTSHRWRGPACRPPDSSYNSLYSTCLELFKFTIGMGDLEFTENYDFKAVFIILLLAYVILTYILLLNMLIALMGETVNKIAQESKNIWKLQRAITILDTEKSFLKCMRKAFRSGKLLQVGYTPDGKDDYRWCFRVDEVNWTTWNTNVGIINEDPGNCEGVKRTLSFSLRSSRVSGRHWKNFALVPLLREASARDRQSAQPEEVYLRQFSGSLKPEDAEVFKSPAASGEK
#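 Fluo-8 calcium influx in TRPV1-expressing cells, kinetic read (ex 480/em 520 nm). Compound added and read 3 min for agonist activity, followed by capsaicin at EC20 final and 2 min further read for enhancement.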
# * hit, by the source's call; ? = inconclusive; . = not tested or not shown; [ ] = remark or other dose. Unless noted, calls follow the shape of the dose curve; as a rule, active = well fitted curve in the direction sought with a large enough effect; inconclusive = small, poorly fitted or top-dose-only effect, or another doubt; inactive = no such curve, though single readings can be large; an effect the other way counts as inactive or inconclusive.
SMILES,CXXC DNA block,B2AR arrestin,TSG101-PTAP inh,ELG1 DNA repair,TCR activator,BRCA1 expr act,p53 reactivator,a7 integrin act,AT treatment,TRPV1 agonist
O=C(NCCN1C(=O)S/C(=C\c2ccc(Cl)c(Cl)c2)C1=O)c1ccc2c(c1)C(=O)N(Cc1ccncc1)C2=O,-11%,-0.4%,-1%,9.2µM*,0%[46.1 µM],-4%,-2%,-31%,2%,0
N#C[C@H]1C(O)C(O)c2ccccc2N1C(=O)c1ccccc1 (stereo not given in full),.,.,1%,.,1%,-2%,.,-26%,.,.
CC(CCc1ccccc1)NC(=O)c1ccc(Cl)nc1 (stereo not given),-3%,-0.5%,-3%,-1%,-22%,-11%,-15%,-20%,7%,10
O=C(COc1ccccc1)Nc1nc(-c2cccnc2)cs1,.,-0.1%,2%,-10%,6%,-11%,4%,-18%,2%,0
COc1ccc(Cl)cc1NC(=O)Nc1ccc(Br)cn1,-6%,0.2%,-2%,?,-9%,-53%,2%,-12%,2%,0
C=CCOC1COC2C(OCC=C)COC12 (stereo not given),.,.,-1%,.,-2%,-3%,.,-1%,.,.
Cc1cscc1NC(=O)/C=C/C(=O)O,-27%,0.3%,-3%,?,-5%,-4%,3%,6%,1%,10
CCc1c(C)nc2ncnn2c1N1CCCC(C(=O)NCCc2ccccc2)C1 (stereo not given),2%,-0.1%,-11%,14%,-4%,40%,11%,-19%[7.66 µM],4%,0
O=C1COc2ccc(NC(=O)N3CCN(c4ccc(F)cc4)CC3)cc2N1,11%,-0.6%,1%,-3%,-5%,3%,-6%,-1%,-4%,?
O=C(COC(=O)c1ccc(Br)o1)Nc1ccc(Br)cc1,.,-0.7%,4%,12%,7%,11%,-8%,1%,10%,5
Cc1ccc(SC(C)C(=O)N2CCC(C(N)=O)CC2)cc1 (stereo not given),-9%,-0.1%,0%,9%,10%,-4%,6%,19%,2%,22
CC(C)C(=O)Nc1ccc(COc2ccccc2CN(Cc2ccccc2)C(=O)OC(C)(C)C)cc1,.,.,-18%,.,2%,0%,.,-11%,.,.
COc1ccc(NS(=O)(=O)c2cccc(C(=O)NCC(c3ccc(OC)cc3)N3CCCC3)c2)cc1 (stereo not given),.,3.0%,0%,-1%,.,-25%,-4%,-20%,-11%,7
CC(C)N(Cc1cnn(C)c1)C(=O)C1CCC(=O)N(CCc2cccc(F)c2)C1 (stereo not given),-9%,0.3%,.,?,-4%,-10%,?,5%,-12%,-3
Cc1ccc(-c2nc(NC(=O)CSc3nnnn3-c3ccccc3)ns2)cc1,-19%,0.0%,0%,?,9%,35%,?,19%,-4%,-5
Cc1ccc(NC(=O)Cc2csc(-c3ccccc3)n2)cc1F,-1%,4.6%,-4%,?,-4%[46.1 µM],10%,8%,0%,6%,22
O=C(COC(=O)c1cccnc1Cl)NC1CCCc2ccccc21 (stereo not given),.,0.3%,0%,17%,-5%,-7%,6%,14%,15%,.
CCc1c(C)nc(N)n2c(SCC(=O)N3CCN(c4ccccc4F)CC3)nnc12,0%,0.0%,.,2%,.,.,-3%,.,-5%,0
O=C(c1cccc([N+](=O)[O-])c1)N1CCCN(C(=O)c2cccc([N+](=O)[O-])c2)CC1,-6%,-0.9%,0%,-2%,-4%[46.1 µM],-19%,-15%,-12%,-4%,4
Cc1nn(-c2ccccc2)c(N)c1N=O,1%,-0.2%,-1%,0%,-2%,-3%,2%,-16%,0%,-2
O=C(OCc1ccc(Br)cc1)c1cccnc1Cl,7%,-0.2%,0%,14%,-94%,-4%,16%,2%,15%,15
COc1ccc(CNC(=O)COC(=O)CC(NC(N)=O)c2ccc(Cl)cc2)cc1OC (stereo not given),.,-0.2%,-1%,-3%,-1%,17%,0%,-1%,10%,0
COc1ccccc1C(=O)NC(=O)CSc1nnc(SC)s1,.,-0.2%,0%,0%,-4%,20%,-1%,0%,1%,1
COc1ccc(CCNC(=O)C(=O)N/N=C/c2cccs2)cc1OC,-18%,0.1%,1%,7%,-2%,-9%,-2%,2%,-4%,1
CC(=O)C1=C(O)C(=O)N(c2ccc(Br)cn2)C1c1ccccc1F (stereo not given),3%,-0.1%,-6%,-19%,10%,13%,1%,13%,-5%,0
O=C(NC1CCOCC1)C1CCC(=O)N(CCc2cccc(F)c2)C1 (stereo not given),-10%,0.6%,-1%,6%,5%,5%,-6%,17%,-2%,1
CCN(CC)C(=O)Cn1cc(C(=O)C(=O)NCc2ccccn2)c2ccccc21,-11%,-1.1%,-5%,0%,10%,33%,3%,?,3%,3
O=C(Nc1ccnn1C1CCN(Cc2cc3ccccc3[nH]2)CC1)C1CCOC1 (stereo not given),4%,-0.4%,.,?,.,.,17%,.,6%,-3
N#Cc1c(-c2ccc(Cl)cc2)ccn2nc(C3CCCCC3)nc12,23%,0.1%,-3%,?,-33%,?,23%,-3%,3%,3
S=C(NCc1ccc(Cl)cc1)NCc1ccco1,4%,4.8%,-3%,18%,-1%,13%,3%,-17%,1%,?
CC(C)(C)c1nnc(NC(=O)CN2C(=O)C3C4C=CC(C4)C3C2=O)s1 (stereo not given),-1%,-1.1%,-6%,8%,-3%,7%,-5%,0%,2%,1
CN(C)c1cccc(C(=O)N/N=C/c2ccsc2)c1,-9%,-0.2%,-3%,?,-4%,10µM*,?,-29%,-3%,25
O=C1CC(c2c[nH]c3ccccc23)C(=O)N1 (stereo not given),3%,-0.2%,-2%,-2%,6%,-14%,2%,3%,5%,1
CCN(CC)C(=O)CSc1n[nH]c(=O)n1CCc1ccccc1,-5%,-0.4%,1%,0%,1%,-29%,-2%,19%,3%,1
COc1cccc(C(=O)N2CCSC2=S)c1,50%[activator],0.2%,-2%,-1%,-5%,-3%,2%,1%,15%,4
CC(=O)Nc1cccc(/C(C)=N\NC(=O)c2ccc(Cn3nc([N+](=O)[O-])c(Cl)c3C)o2)c1,-13%,-0.9%,-3%,?,9%[46.1 µM],20%,-5%,8%,-2%,-5
C=CCOC(=O)C1=C(C)NC(=O)NC1/C=C/c1ccccc1 (stereo not given),2%,4.9%,-2%,-3%,-1%,10%,1%,-20%,1%,8
CC(=O)N1CCC2(CC1)CC(=O)c1cc(OCC(=O)N3CCCC3)ccc1O2,8%,0.1%,2%,9%,-5%,0%,5%,30%,-2%,-4
CCOc1ccccc1N1CCN(Cc2ccc(OC)c(OC)c2)CC1,4%,0.0%,0%,-8%,-7%,6%,-1%,16%,-7%,0
O=C(CCc1nc2ccccc2c(=O)[nH]1)N1CCN(S(=O)(=O)c2ccc(Cl)c(C(F)(F)F)c2)CC1,.,-0.6%,-2%,-28%,7%,-17%,-2%,-11%,-6%,?
Cc1cc(NC(=O)c2cc(-c3ccccc3)on2)no1,18%,-1.3%,-7%,?,0%,-18%,-4%,0%,7%,-2
Cc1ccc(C(=O)Nc2ccccc2-c2ccccc2)o1,-4%,-0.1%,-2%,9%,-3%,-3%,14%,-1%,6%,0
COc1ccccc1CCC(=O)N1CCN(S(=O)(=O)c2cc(C(F)(F)F)ccc2Cl)CC1,.,0.0%,-7%,?,.,-4%,-3%,29%,-16%,-7
CCC(C)[C@H](NC(=O)NCc1cccc(OC)c1)C(=O)OC (stereo not given in full),4%,-0.3%,-3%,0%,5%,1%,7%,20%,12%,2
CC(C)N(C(=O)COC(=O)[C@@H]1CC(O)CN1S(=O)(=O)c1ccccc1[N+](=O)[O-])C(C)C (stereo not given in full),9%,-0.6%,0%,2%,3%,-2%,-2%,-17%,1%,1
O=S(=O)(c1ccccc1)c1cc(O)ccc1O,2%,-1.0%,-2%,6%,1%,-13%,2%,4%,4%,1
Cc1ccc(N2C(=O)C3C(C2=O)C2C=CC3C23CC3)c([N+](=O)[O-])c1 (stereo not given),18%,0.2%,5%,3%,1%,8%,2%,11%,0%,-4
Cc1nc(-c2ccccc2)nc2sc(C(=O)c3ccc(F)cc3)c(N)c12,2%,-0.2%,-2%,-1%,11%,-62%,2%,-18%,8%,6
CN(C)c1ccc(CNC(=O)CCS(=O)(=O)c2ccc3c(c2)n(C)c(=O)c(=O)n3C)cc1,.,0.0%,-3%,11%,-6%,-8%,.,14%,-6%,4

# Given as tab-separated lines: part of the list above.
structure	CXXC DNA block	B2AR arrestin	TSG101-PTAP inh	ELG1 DNA repair	TCR activator	BRCA1 expr act	p53 reactivator	a7 integrin act	AT treatment	TRPV1 agonist
O=S(=O)(c1ccccc1)c1cc(O)ccc1O	2%	-1.0%	-2%	6%	1%	-13%	2%	4%	4%	1
Cc1ccc(N2C(=O)C3C(C2=O)C2C=CC3C23CC3)c([N+](=O)[O-])c1 (stereo not given)	18%	0.2%	5%	3%	1%	8%	2%	11%	0%	-4
Cc1nc(-c2ccccc2)nc2sc(C(=O)c3ccc(F)cc3)c(N)c12	2%	-0.2%	-2%	-1%	11%	-62%	2%	-18%	8%	6
